Screening data (PubChem BioAssay)
FN deposit inh: fibronectin deposition inhibition | AH1F fibroblasts, Alexa488-fibronectin deposition fluorescence, overnight | inhibition, % at 12.6 µM | 350,000 compounds, 0.086% hits;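 active = mean inhibition across replicates of 30% or more, regardless of how many single replicates reach that level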;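 also: positive control wells lacked labelled fibronectin entirely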
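material = AH1F fibroblast monolayer depositing Alexa488-labelled fibronectin into matrix | amount = 10000 AH1F cells/well | buffer or medium = DMEM plus 2% serum, read in PBS | incubation = 1 h cell adhesion before compound, then overnight fibronectin incubation | detection = fluorescence at 485 nm excitation, 525 nm emission | evaluation = percent inhibition as loss of matrix-bound fibronectin fluorescence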
esBAF inh: blocks esBAF chromatin remodeling in mouse ES cells | Bmi1-luciferase knock-in reporter, 24 h; 100% = twice the neutral-well signal | reporter increase, % at 12.5 µM | 350,000 compounds, 2% hits | AID 602393; in the data active = activation above about 40%;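 also: 0% = median of the plate's neutral control wells and 100% = double that signal; a rise in the Bmi1 reporter signal indicates esBAF inhibition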
EWS-Fli inh: EWS/Fli transcriptional activity inhibition | A673 NR0B1-luciferase reporter, viability-normalised | inhibition, % at 12.6 µM | 350,000 compounds, 0.67% hits;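 active = mean inhibition of at least 50% after viability correction, with every replicate also passing that limit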;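 also: firefly luciferase signal divided by Alamar Blue viability fluorescence both relative to DMSO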
RAD52 inh: RAD52 (human) annealing inhibition; 360,000 compounds, 0.46% hits; inhibition, % at 18.7 µM; recombinant RAD52 DNA annealing, FRET fluorescence;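 active = every replicate showing at least 50% inhibition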
Target sequence (P43351 whole entry, looked up): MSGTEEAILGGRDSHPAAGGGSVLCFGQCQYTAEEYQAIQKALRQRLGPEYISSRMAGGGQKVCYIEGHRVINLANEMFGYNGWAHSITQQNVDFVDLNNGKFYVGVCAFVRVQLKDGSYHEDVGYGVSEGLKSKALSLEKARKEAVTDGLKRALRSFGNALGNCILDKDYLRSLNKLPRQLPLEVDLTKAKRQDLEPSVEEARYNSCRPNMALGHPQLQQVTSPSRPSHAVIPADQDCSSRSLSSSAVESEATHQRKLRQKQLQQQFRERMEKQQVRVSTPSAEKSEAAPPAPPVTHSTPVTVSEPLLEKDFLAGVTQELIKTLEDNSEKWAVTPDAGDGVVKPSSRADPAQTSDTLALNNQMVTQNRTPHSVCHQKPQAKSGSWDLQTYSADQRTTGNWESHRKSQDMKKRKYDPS
XiGFP reactiv: X-chromosome reactivation activator | XiGFP mouse fibroblasts, % GFP-positive cells imaging, 3 d; cells co-treated with 5-aza-dC sensitizer; scaled so ellipticine positive control = 100% | 360,000 compounds, 0.055% hits | AID 743238 | activation, % at 7.58 µM;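 active = mean normalized replicate activation at least 10% and every replicate at or above 10%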;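 also: 0% = median of on-plate neutral control wells and 100% = ellipticine 6 µM median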
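Schedule: 3 d treatment, 15 min room-temperature fixation; system: 68-5-11 XiGFP fibroblast line; buffer or medium: DMEM plus 5-aza-dC sensitizer; control set: ellipticine 6 µM positive control; compound: one concentration, pinned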
E-sel inducer: E-selectin induction on HUVECs. HUVEC E-selectin immunofluorescence imaging; normalized: neutral wells 0, TNF-alpha wells 100. 260,000 compounds, 0.37% hits. activation, % at 7.58 µM. P16581. AID 686992;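 active = mean E-selectin-positive cell signal at least 10% of the positive control, reached in at least 60% of replicates, without over 20% cell loss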;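 also: in these data hits start at about 27%; measured in HUVEC primary endothelial cells; signal is the percent of cells scored E-selectin positive by PE staining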
Target sequence (P16581 whole entry, looked up): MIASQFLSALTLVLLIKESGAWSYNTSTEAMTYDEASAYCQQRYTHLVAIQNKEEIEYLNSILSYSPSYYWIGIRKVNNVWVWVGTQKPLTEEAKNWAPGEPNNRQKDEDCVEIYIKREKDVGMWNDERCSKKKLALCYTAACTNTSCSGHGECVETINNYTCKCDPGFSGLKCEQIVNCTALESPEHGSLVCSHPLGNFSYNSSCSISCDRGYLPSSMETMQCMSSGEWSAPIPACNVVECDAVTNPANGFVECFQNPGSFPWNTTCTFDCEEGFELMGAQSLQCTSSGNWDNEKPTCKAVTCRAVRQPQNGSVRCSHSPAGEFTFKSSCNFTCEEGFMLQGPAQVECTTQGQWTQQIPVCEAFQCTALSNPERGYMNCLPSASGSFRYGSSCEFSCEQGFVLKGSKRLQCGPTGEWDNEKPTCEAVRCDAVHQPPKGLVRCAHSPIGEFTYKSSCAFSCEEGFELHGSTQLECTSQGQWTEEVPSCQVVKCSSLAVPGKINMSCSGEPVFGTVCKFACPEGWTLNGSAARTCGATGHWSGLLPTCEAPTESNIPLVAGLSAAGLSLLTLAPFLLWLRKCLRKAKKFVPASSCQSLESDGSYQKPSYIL
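Read-out: % PE-positive cells | Test system: HUVEC | Doses: One compound dose added by pin transfer | Buffer or medium: EGM-2 over gelatin coat | Signal: Immunofluorescence imaging | Benchmarks: TNF-alpha, DMSO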
RAD54 branch: blocks human RAD54 Holliday junction branch migration; FAM/BHQ fluorescence; Q92698; 360,000 compounds, 0.14% hits; inhibition, % at 10.4 µM; AID 602329;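 active = mean normalized replicate activity at least 40 and at least half of replicates scoring 40 or more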;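 also: 0% = median of neutral control wells and 100% = median of positive control wells; inhibitors cause a drop in the FAM fluorescence signal; in these data hits start at about 50%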
S100A4 MyoIIA: blocks human S100A4 binding to myosin IIA peptide | P26447 | S100A4/TAMRA-MyoIIA peptide fluorescence polarization | inhibition, % at 10.7 µM | 360,000 compounds, 0.14% hits;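 active = mean inhibition of at least 70% across replicates, with every replicate also reaching that level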
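Test system: S100A4 monomer protein. Medium: HEPES buffer with Ca2+, pH 7.2. Reagent: fluorescent myosin IIA peptide, 5 nM. Compound dosing: single-point compound testing. Timing: 5 min between mix addition and reading. Benchmarks: DMSO neutral and TFP positive wells.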
* hit, by the source's call; nt = no result given.

SMILES	FN deposit inh	esBAF inh	EWS-Fli inh	RAD52 inh	XiGFP reactiv	E-sel inducer	RAD54 branch	S100A4 MyoIIA
CCNC(=O)C12CCC(C)(C(=O)O1)C2(C)C (configuration not stated)	-6.0	-2.7	-8.7	-13.5	0.0	0.3	-5.4	-6.4
CCn1nc(C(=O)Nc2ccccc2N2CCCC2)c2ccccc2c1=O	-5.2	6.3	5.2	-3.5	0.2	-0.2	1.9	0.8
Fc1ccc(-n2[nH]nnc2=S)cc1N1CCCC1	nt	7.5	-6.0	-15.1	nt	nt	nt	19.1
CCOC(=O)/C(C#N)=C/c1cn(CCC(=O)O)nc1-c1ccc(OC)cc1	-3.1	nt	-47.3	-16.3	0.0	nt	nt	-3.2
CCCN1C[C@@H](C)[C@@H](OC)CN(C)C(=O)c2cc(NC(=O)NC3CCCCC3)ccc2OC[C@H]1C	-1.5	4.4	14.2	7.7	-0.2	-0.1	-1.7	8.6
COc1ccc(CCNCC(O)COc2ccc(OC)cc2C(C)(C)C)cc1 (configuration not stated)	-0.4	nt	39.8	27.4	0.2	0.0	1.0	0.1
CN(C)CC#Cc1ccc([C@H]2[C@@H](CO)N3CCCCN(C(=O)CN(C)C)C[C@H]23)cc1	nt	-17.4	11.4	87.0*	0.7	1.1	13.4	-1.6
CCCCCn1nnnc1-c1nc2cc3ccccc3cc2[nH]c1=O	nt	nt	46.4	-232.9	0.0	-2.1	nt	-6.7
N#C/C(=C\Nc1ccccc1O)c1nc2ccccc2o1	25.2	37.0	-13.1	5.9	-0.1	nt	1.3	6.6
Cc1ccc(-c2nsc(SCC(=O)NCC3CCCO3)n2)cc1 (configuration not stated)	-0.5	nt	-10.0	-8.9	0.1	4.5	nt	3.2
CCOC(=O)c1ccc(S(=O)(=O)N2CC(=O)Nc3ccccc32)cc1	-1.1	13.3	-9.6	-7.8	0.0	0.4	2.2	-1.6
Cc1ccc(S(=O)(=O)N2C[C@H]3n4c(=O)ccc(=O)n4C[C@H](OC(=O)NCc4ccccc4)[C@@]3(O)C2)cc1	-6.4	-2.1	-10.5	-7.2	0.1	-1.6	5.3	-1.0
CCC(=O)N1[C@@H]2Cn3c(ccc(C4=CCCC4)c3=O)[C@H]1[C@@H](C(=O)NCC1CCCCC1)[C@@H]2CO	nt	1.7	1.6	-17.7	0.8	-0.3	-11.4	8.3
C[C@@H]1CN([C@@H](C)CO)C(=O)c2cccc(NS(=O)(=O)c3ccccc3)c2O[C@H]1CN(C)S(=O)(=O)c1ccccc1	nt	0.7	-6.1	-4.7	-0.5	0.0	-4.1	-4.6
CC(=O)c1cccc(NC(=O)C(=O)Nc2cccc3ccccc23)c1	6.7	nt	-115.8	-14.0	0.4	nt	nt	-3.3

Another view of three compounds above:
| Compound | FN deposit inh | esBAF inh | EWS-Fli inh | RAD52 inh | XiGFP reactiv | E-sel inducer | RAD54 branch | S100A4 MyoIIA |
| --- | --- | --- | --- | --- | --- | --- | --- | --- |
| Cc1ccc(-c2nsc(SCC(=O)NCC3CCCO3)n2)cc1 (configuration not stated) | -0.5 | nt | -10.0 | -8.9 | 0.1 | 4.5 | nt | 3.2 |
| CCOC(=O)c1ccc(S(=O)(=O)N2CC(=O)Nc3ccccc32)cc1 | -1.1 | 13.3 | -9.6 | -7.8 | 0.0 | 0.4 | 2.2 | -1.6 |
| Cc1ccc(S(=O)(=O)N2C[C@H]3n4c(=O)ccc(=O)n4C[C@H](OC(=O)NCc4ccccc4)[C@@]3(O)C2)cc1 | -6.4 | -2.1 | -10.5 | -7.2 | 0.1 | -1.6 | 5.3 | -1.0 |

Remaining list, next part
SMILES	FN deposit inh	esBAF inh	EWS-Fli inh	RAD52 inh	XiGFP reactiv	E-sel inducer	RAD54 branch	S100A4 MyoIIA
COC(=O)[C@@]12C[C@@H](CC(=O)NCC3CCCCC3)C(=O)N(Cc3ccco3)C1=CCC(C)(C)C2	-2.6	nt	-5.3	-0.6	-0.1	0.4	nt	-15.9
CC(C)C1CC(CCNCc2ccc3c(c2)OCO3)(c2ccccc2)CCO1 (configuration not stated)	0.0	-2.7	-28.6	4.1	0.0	nt	nt	-2.0
O=S(=O)(c1ccccc1)N1CCCCN2[C@H](C1)[C@H](c1ccc(C#CC3CCCC3)cc1)[C@@H]2CO	3.3	12.8	5.6	0.8	0.0	0.3	10.3	-1.9
CC(C)Sc1cc(N2CCCC2)nc(-c2ccccc2Cl)n1	0.2	-11.0	nt	nt	-0.1	nt	4.7	nt
COc1ccc(NC(=O)N(C)C[C@H]2OCCCC[C@@H](C)Oc3ccc(NC(=O)Nc4ccc(C(F)(F)F)cc4)cc3C(=O)N([C@@H](C)CO)C[C@@H]2C)cc1	nt	4.3	6.9	26.0	0.0	0.0	10.3	-6.3
C=CCN1C(=O)c2ccc(C(=O)OCC(=O)Nc3ccc(S(N)(=O)=O)cc3)cc2C1=O	0.1	-2.4	-4.8	-11.8	0.0	0.5	-1.1	-0.4
COc1ccc(CCNC(=O)c2cc3c(=O)n4ccccc4nc3n(CC3CCCO3)c2=N)cc1 (configuration not stated)	nt	-4.0	11.7	17.7	nt	nt	14.0	-1.3
COc1ccc(CN2CCN(C(=O)c3cc(-c4cccnc4)nc4ccc(Cl)cc34)CC2)c(OC)c1OC	nt	-3.1	17.5	-20.4	0.4	nt	-3.2	-0.5
CCOC(=O)C1=C(C)NC(=S)NC1c1cc(C)sc1C (configuration not stated)	0.3	-8.8	-0.5	-8.7	0.0	0.3	2.4	-1.9
COCC(=O)Nc1ccc2c(c1)C(=O)N(C)C[C@@H](OC)[C@@H](C)CN(CCc1ccccc1)[C@@H](C)CO2	-3.3	-1.4	9.8	13.3	-0.2	-0.3	-3.3	-6.3
COc1ccc(N(CC(=O)NCc2ccccn2)S(=O)(=O)c2ccccc2[N+](=O)[O-])c(OC)c1	3.2	nt	-0.5	-3.8	0.0	nt	nt	-2.5
O=C1N(c2ccccc2C(F)(F)F)O[C@]1(c1ccccc1)C1CCCC1	-19.1	-2.5	2.0	-2.1	-0.2	0.0	-3.2	1.2
CN(C(=O)CSc1nc(-c2cccs2)nc2ccccc12)C1CCS(=O)(=O)C1 (configuration not stated)	-3.7	nt	-5.7	1.4	0.1	0.3	-1.6	0.5
O=C(Nc1cccc(S(=O)(=O)N2CCOCC2)c1)c1cccc(S(=O)(=O)N2CCCC2)c1	-8.9	1.5	6.5	-11.0	0.0	0.3	-8.7	1.6
CCN(C(=O)C1CCN(c2nc(-c3ccc(OC)cc3)no2)CC1)c1ccc(OC)cc1	-5.1	-2.4	17.6	-0.1	-0.1	nt	3.9	-5.4
O=C(CCCN1C(=O)c2ccccc2C1=O)Nc1ccc(Br)cn1	nt	1.5	-12.3	3.2	nt	nt	7.4	23.3
CCC(=O)Nc1ccc2c(c1)OC[C@@H](C)N(C(=O)CC1CC1)C[C@@H](C)[C@@H](OC)CN(C)C2=O	6.5	-2.8	1.1	10.5	0.6	-0.3	-1.0	-6.7
C[C@@H]1CN([C@@H](C)CO)C(=O)c2cc(-c3cccc(F)c3)cnc2O[C@@H]1CN(C)C	4.6	10.3	-10.7	11.3	1.3	-0.2	1.4	-18.0
CCC(=O)N1CC2(C1)[C@@H](c1ccccc1)[C@@H](CO)N2CCC(F)(F)F	nt	nt	3.0	1.7	0.0	-0.2	nt	-7.7
CC(C)CN(C(=O)CN1C(=O)NC2(CCc3ccccc32)C1=O)C1CCS(=O)(=O)C1 (configuration not stated)	6.6	2.4	6.3	-14.9	-0.3	nt	-8.3	-13.1
c1ccc(SCc2cc(-c3ccccc3)no2)cc1	nt	nt	-119.6	-23.7	0.0	nt	nt	0.1
C[C@H](CO)N1C[C@H](C)[C@H](CN(C)S(=O)(=O)c2ccc(Cl)cc2)Oc2ccc(NC(=O)CCN3CCOCC3)cc2C1=O	nt	1.1	-3.9	12.8	0.8	-13.7	3.3	5.2
O=C(C1CCCC1)N1CCCCN2[C@H](C1)[C@H](c1ccc(C#CC3(O)CCCC3)cc1)[C@@H]2CO	nt	nt	10.7	4.6	nt	nt	2.3	1.2
COc1ccc(CN(C)C[C@@H]2OCCCC[C@H](C)Oc3ccc(NC(=O)Nc4ccccc4)cc3C(=O)N([C@@H](C)CO)C[C@H]2C)cc1	-13.0	1.6	1.2	nt	0.1	-0.4	-8.5	nt
CCC(=O)NC(Nc1cc(C)ccn1)(C(F)(F)F)C(F)(F)F	nt	3.3	2.0	-6.6	nt	nt	1.1	-1.8
Cc1ccc(-n2ncc3c2CC(C)(C)CC3NC(=O)CCCN2CCCCC2=O)cc1 (configuration not stated)	9.0	1.0	5.0	-2.7	0.0	nt	-1.2	-2.4
CCN(CC(=O)Nc1cc(S(=O)(=O)N2CCOCC2)ccc1Cl)Cc1ccccc1	-6.5	4.9	19.4	-1.0	0.0	nt	-10.9	2.8
CCOC(=O)c1ccc(NC(=S)Nc2ccc(Cl)cn2)cc1	-7.9	nt	-13.0	-9.9	0.1	2.0	nt	-6.2
Cc1cccc(-c2cccc3nccn23)c1	nt	-1.4	12.3	-5.1	0.1	0.0	-7.5	-1.6
Cc1ccc(SC[C@H](CC(C)C)N2CCN(CCc3ccccc3)CCC2=O)cc1	2.4	19.5	-57.2	nt	0.6	-0.2	-4.1	nt
COc1ccc(CN(C)C[C@H]2Oc3ccc(NC(=O)Nc4c(C)noc4C)cc3C(=O)N([C@H](C)CO)C[C@@H]2C)cc1	-9.4	-3.2	-10.2	nt	-1.0	0.2	nt	nt
O=C(NC1CCC(O)CC1)c1ccc(NS(=O)(=O)c2cccc([N+](=O)[O-])c2)cc1 (configuration not stated)	12.7	0.5	4.6	-11.4	-0.1	nt	-2.1	-4.5
O=C(C[C@@H]1C=C[C@@H](NC(=O)Nc2ccc(C(F)(F)F)cc2)[C@@H](CO)O1)NCc1cc(F)cc(F)c1	-4.3	1.1	-3.7	4.5	-0.4	0.9	5.7	-5.8
CC1N(C(=O)N2CCOCC2)CCN1S(=O)(=O)c1cccc(C(F)(F)F)c1 (configuration not stated)	3.1	0.1	1.7	-12.1	0.0	-0.2	1.2	-4.1
O=C(CCC(=O)Nc1cc(C(F)(F)F)ccc1Cl)N/N=C\c1cc([N+](=O)[O-])ccc1O	14.2	-57.6	21.6	0.8	0.5	0.1	-11.0	-3.9
O=C(C1CCC1)N1CCCCN2[C@H](CO)[C@H](c3ccc(C#CC4CCCC4)cc3)[C@@H]2C1	nt	nt	20.4	18.4	nt	nt	1.5	-15.6
Cc1cc(CN(C)Cc2cn(C)nc2-c2ccc(Oc3ccccc3)cc2)on1	1.4	9.7	3.2	-13.1	-0.2	-0.1	nt	-0.2
O=C(NCc1ccccc1)C1CCCN1C(=O)Nc1ccccc1[N+](=O)[O-] (configuration not stated)	1.0	0.0	-2.0	0.5	0.1	nt	4.0	-3.3
C[C@H](NC(=O)C[C@@H]1C[C@@H]2c3cc(NC(=O)CN(C)C)ccc3O[C@@H]2[C@H](CO)O1)c1ccccc1	-1.1	1.5	1.6	5.7	-0.1	-0.5	9.0	8.1
NCC[C@@H]1CC[C@@H](NC(=O)C2CC2)[C@H](CO)O1	5.6	nt	10.9	-7.9	0.2	-0.1	nt	-27.4
O=C(CN1CCN(CC(=O)Nc2ccccc2Cl)CC1)NCC1(N2CCOCC2)CCCCC1	nt	nt	0.5	-7.2	-0.1	nt	nt	6.4
